Compound activity: PubChem BioAssay, National Center for Advancing Translational Sciences (NCATS)
HEK293 tox – cytotoxic in the GLP-1 receptor inverse agonist counter-screen | HEK293 cAMP-luciferase reporter cells, luminescence, 24 h | Potency, µM (doses to about 38.3 µM), inactives show at the highest dose activity change, negative = inhibition, most hits filed as inhibitors | hit rate 0.13% among 410,000 | AID 624418;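 further: loss of luciferase light is scored as toxicity; potency means the concentration at half of the fitted maximal effect; on the % scale 0 is the no-effect control and ±100 the full control effect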
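MLSMR compounds, 24 hr on cells at 37 deg C/5% CO2; luminescence after luciferase reagent (12 min RT). Inhibition counted as the undesired cytotoxic outcome.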
Mm-Cpn inhibitor – inhibitors of Methanococcus maripaludis chaperonin (MmCpn) | purified Mm-Cpn ATPase, ADP Transcreener TR-FRET | Potency, µM (titrated, usually from 76.9 µM), without a hit: at the top dose activity, negative = inhibition, actives largely listed as inhibitors | hit rate 0.031% among 330,000 | AID 504842; further: potency means the concentration at half of the fitted maximal effect; on the % scale 0 is the no-effect control and ±100 the full control effect; nearly all actives have a fitted effect of over 80% in size
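Reaction buffer contained 30 mM Tris pH 7.4, 100 mM KCl, 5 mM MgCl2 and 1 mM DTT. Mm-CPN (25 nM final) hydrolysed 10 uM ATP over 30 min at 37°C; ADP was read by HTRF.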
Abeta rescue – restores growth of yeast expressing A-beta42 peptide | yeast expressing A-beta42, growth rescue, OD600, 48 h; response scale: 0% DMSO, 100% iron-clioquinol control | Potency, µM (top dose mostly 46.1 µM), for inactives: at the highest dose growth rescue, most hits filed as activators | hit rate 0.063% among 410,000; further: potency means the concentration at half of the fitted maximal effect; nearly all actives have a fitted effect of over 55% in size
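Growth rescue measured by 600 nm absorbance after 48 h yeast culture at 30 C with compound. Values normalized between DMSO and an equimolar ferric chloride plus clioquinol control.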
aSyn rescue – alpha-synuclein toxicity inhibition in yeast. Yeast expressing alpha-synuclein, growth rescue, BacTiter-Glo, 24 h. Potency, µM (doses to about 46.1 µM), inactives show at the highest dose growth rescue (activation), hits mostly activators. hit rate 0.14% among 370,000; further: potency means the concentration at half of the fitted maximal effect; % of control where 0% means no effect; nearly all actives have a fitted effect of over 65% in size
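Galactose-induced alpha-syn yeast (OD600=0.02, raffinose-pregrown) + pinned cpd, 24 hr, 30 deg C; growth by BacTiter-Glo luminescence. Growth restoration scores as activation.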
GLP1R inv ag – GLP-1 receptor (human) inverse agonism; P43220; HEK293 GLP-1R CRE-luciferase, luminescence, 24 h; GLP-1R form is constitutively active; Potency, µM (series often up to 38.3 µM), without a hit: at the highest dose activity change, negative = inhibition, usual class: inhibitors; hit rate 1.6% among 410,000; AID 624417; further: potency means the concentration at half of the fitted maximal effect; on the % scale 0 is the no-effect control and ±100 the full control effect; nearly all actives have a fitted effect of over 55% in size
Target sequence (P43220 whole entry, looked up): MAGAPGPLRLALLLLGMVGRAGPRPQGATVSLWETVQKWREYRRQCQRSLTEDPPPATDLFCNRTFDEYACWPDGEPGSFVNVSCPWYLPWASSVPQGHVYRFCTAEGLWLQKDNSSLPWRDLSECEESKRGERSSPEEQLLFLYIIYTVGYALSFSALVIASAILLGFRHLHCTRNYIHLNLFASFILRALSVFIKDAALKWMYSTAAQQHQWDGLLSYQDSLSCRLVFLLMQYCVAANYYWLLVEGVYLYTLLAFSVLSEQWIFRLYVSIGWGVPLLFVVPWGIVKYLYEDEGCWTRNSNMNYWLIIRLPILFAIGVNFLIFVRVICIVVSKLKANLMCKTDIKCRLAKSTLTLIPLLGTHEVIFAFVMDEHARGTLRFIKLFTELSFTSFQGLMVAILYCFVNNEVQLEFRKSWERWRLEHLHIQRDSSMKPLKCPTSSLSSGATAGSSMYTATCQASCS
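Readout was luciferase luminescence, measured 12 min after detection reagent at room temperature. Beforehand, GLP-1R reporter HEK293 cells had sat 12 h, then received compounds for 24 hr at 37 deg C.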
FUS suppressor – FUS proteinopathy suppression in yeast; Potency, µM (highest dose often 76.6 µM), for inactives: top-dose growth rescue (activation), actives largely listed as activators; hit rate 0.24% among 390,000; AID 1347120; S. cerevisiae FUS-expressing, growth rescue, OD600, 24 h;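 further: potency means the concentration at half of the fitted maximal effect; plate controls were DMSO vehicle for no effect and reference control for full effect; nearly all actives have a fitted effect of over 55% in size; some results filed as inactive show a strong effect at the top dose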
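Steps: raffinose overnight preculture; dilution to OD 0.005 in 2% galactose minimal medium; compound addition (concentration series); 24hr at 30C, 99% humidity; absorbance read at 600 nm.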
PTHR1 agonist – activates the human parathyroid hormone receptor PTHR1. HEK293 GP2 PTHR1 cells, GloSensor cAMP luminescence, 1 h. Potency, µM (doses to about 115 µM), without a hit: at the highest dose activation, actives largely listed as activators. hit rate 0.075% among 410,000. Q03431; further: potency means the concentration at half of the fitted maximal effect; nearly all actives have a fitted effect of over 55% in size; some results filed as inactive show a strong effect at the top dose; inactives centre near -15; many of its hits are not listed in these tables
Target sequence (Q03431 whole entry, looked up): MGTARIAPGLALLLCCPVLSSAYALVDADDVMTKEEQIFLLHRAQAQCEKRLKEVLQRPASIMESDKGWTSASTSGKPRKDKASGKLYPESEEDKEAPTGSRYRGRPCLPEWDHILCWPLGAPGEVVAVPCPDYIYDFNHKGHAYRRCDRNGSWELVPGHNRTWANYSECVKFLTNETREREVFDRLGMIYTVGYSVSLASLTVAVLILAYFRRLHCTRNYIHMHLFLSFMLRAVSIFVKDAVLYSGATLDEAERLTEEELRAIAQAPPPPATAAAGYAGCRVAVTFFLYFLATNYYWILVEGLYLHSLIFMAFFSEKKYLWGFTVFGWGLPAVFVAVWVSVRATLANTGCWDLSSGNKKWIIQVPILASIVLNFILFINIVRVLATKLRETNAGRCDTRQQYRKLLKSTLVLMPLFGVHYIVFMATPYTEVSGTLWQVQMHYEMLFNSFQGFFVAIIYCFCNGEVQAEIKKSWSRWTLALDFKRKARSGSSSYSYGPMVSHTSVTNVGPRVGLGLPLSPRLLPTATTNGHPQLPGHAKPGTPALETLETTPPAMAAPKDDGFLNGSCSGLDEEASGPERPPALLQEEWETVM
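HEK-293-derived GP2 cells expressing PTHR1 and a GloSensor cAMP reporter, 3,000/well, plated overnight, given luciferin plus IBMX (each 0.5 mM as added) for 1 h at 37 °C, then compound for 1 h at 37 °C. Luminescence was read after 15 min at room temperature.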
TDP43 rescue – rescues yeast growth from TDP-43 toxicity; TDP-43 expressing yeast growth rescue, BacTiter-Glo, 24 h; Potency, µM (doses to about 46.1 µM), without a hit: top-dose growth rescue (activation), hits mostly activators; hit rate 1.8% among 410,000; further: potency means the concentration at half of the fitted maximal effect; % of control where 0% means no effect; nearly all actives have a fitted effect of over 50% in size
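Readout is BacTiter-Glo luminescence of cell growth, so inhibitors register as activators. TDP-43-expressing yeast at OD600=0.02 in galactose medium, after raffinose pregrowth to mid-log, were incubated with compound for 24 hr at 30 deg C.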
pAkt inh – blocks phosphorylation of Akt; hit rate 0.32% among 360,000; AID 651550; activity change, % for hits at 50 µM; Neuro2A IGF-stimulated pAkt S473 HTRF, 20 min; stronger effect = lower value; in the data active means activity change below about -80%; inconclusive means mostly about -51% to -80%; further: on the % scale 0 is the no-effect control and ±100 the full control effect
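Neuro2A cells (4,500/well, DMEM with 0.5% FBS) were treated with compound at a single 50 µM final concentration, stimulated with 6 nM IGF for 20 min at 37 °C, and lysed. Phospho-Akt Ser473 was read by HTRF as 665/615 ratio ×10^4.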
An asterisk follows results filed as active; i = inactive; ? = inconclusive; / = no result given; & = joins results of further samples; [ ] = remark or other dose. Unless noted, the call rests on the fitted dose curve; in most records, active means well fitted curve in the direction sought with a large enough effect; inconclusive means small, poorly fitted or top-dose-only effect, or another doubt; inactive means no such curve, though single readings can be large; an effect the other way counts as inactive or inconclusive.

SMILES	HEK293 tox	Mm-Cpn inhibitor	Abeta rescue	aSyn rescue	GLP1R inv ag	FUS suppressor	PTHR1 agonist	TDP43 rescue	pAkt inh
COc1ccc(CNC(=O)c2cc(-c3ccc(C)cc3)nc3n[nH]c(-c4ccc(Br)cc4)c23)cc1	-7%	/	2%	/	5%	2%	i	19%	/
N#Cc1c(SCC(=O)O)nc(N2CCCCC2)c2c1CCCC2	-5%	-1%	2%	-10%	-4%	0%	-18%	1%	i
CN1CCOc2c1cnn(CCO)c2=O	2%	/	-8%	0%	19%	-19%	-2%	12%	i
C(=N\N1CCN(C(c2ccccc2)c2ccccc2)CC1)/c1ccc2c(c1)OCO2	16%	3%	-6%	-22%	-16%	-7%	-26%	0%	i
Cc1[nH]c2ccccc2c1/C=C(\C#N)C(=O)NC(C)c1ccccc1 (stereo unspecified)	-6%	2%	13%	1%	-1%	17%	-18%[57.5 µM]	?	i
CCOC(=O)N1CCN(C(=O)c2cc(-c3ccc(OCC)cc3)nc3ccccc23)CC1	-8%	-2%	-2%	-1%	-1%	32%	-16%	1%	i
CCCc1cc(-c2n[nH]c(=S)n2C(C)c2ccccc2)cs1 (stereo unspecified)	2%	1%	-6%	1%	0%	?	-25%	-5%	i
Cc1cc(CNC(=O)c2ccc3oc(C(C)C)nc3c2)nn1C	2%	0%	6%	-2%	6%	16%	i	-3%	i
COc1ccc(Br)cc1CN(C)C(=O)Cc1ccc(OC)c(S(=O)(=O)N2CCOCC2)c1	6%	1%	-18%	-3%	9%	18%	-69%[inhibitor]	-21%	i
C[C@H]1CN([C@@H](C)CO)C(=O)CCCn2cc(nn2)CO[C@@H]1CN(C)C(=O)Nc1ccc(F)cc1	3%	/	-4%	-8%	-4%	-25%	-24%	17%	i
CCN(CC)CCCNC(=O)c1nn(-c2ccc(OC)cc2)c(=O)c2c1c1ccccc1n2C	-9%	/	-9%	/	2%	-6%	-3%	23%	/
CC(Oc1cccc(Cl)c1)C(=O)Nc1ccc(S(=O)(=O)Nc2ncccn2)cc1 (stereo unspecified)	1%	1%	-2%	20%	-15%	-2%	-16%	6%	i
CC(=O)NC1=NN(C(C)=O)C(c2ccccc2)S1 (stereo unspecified)	-24%	-1%	-36%[inhibitor]	4%	-2%	-21%	i	-8%	i
O=C(O)Cn1nnc(-c2ccccc2)c1COc1ccccc1	9%	/	-15%	-5%	5%	-16%	i	15%	i
CC(=O)C1=C(C)NC(=O)CC1c1ccc(Br)cc1 (stereo unspecified)	-6%	0%	-7%	-2%	-3%	-3%	-6%	-17%	i
O=C(Nc1ccc(-c2cn3ccccc3n2)cc1)c1ccc(Cl)cc1	9%	2%	-6%	-24%	4%	-11%	5%[57.5 µM]	-1%	i
O=C(NCCc1ccc(Cl)cc1)c1ccc(OCC2CCCO2)cc1 (stereo unspecified)	-16%	-1%	0%	1%	-47%	-4%	i	6%	i
O=c1c2c(-c3ccco3)csc2nc(SCc2cn3cccnc3n2)n1-c1ccccc1	-10%	-3%	-4%	13%	305%[activator]	26%	-3%[57.5 µM]	4%	i
CC(=O)c1c(C(C)=O)c(C)n(Cc2ccccc2)c1C	-4%	1%	6%	4%	24%	14%	i	-5%	/
CCC(=O)N1CCc2cc(S(=O)(=O)CCC(=O)Nc3ccc(C(C)=O)cc3)ccc21	4%	0%	4%	-3%	11%	8%	-12%	4%	i
C/C=C(/C)C(=O)O[C@@H]1[C@H](OC(C)=O)c2c(ccc3ccc(=O)oc23)OC1(C)C	8%	1%	-5%	1%	-7%	27%	-14%	16%	i
O=C(/C=C/c1cccc([N+](=O)[O-])c1)N1CCN(c2ccccn2)CC1	11%	2%	1%	-1%	20%	15%	-2%	0%	i
O=C(COc1ccccc1)NC(=S)N1CCc2ccccc21	?	1%	-1%	-5%	?	25%	-30%[inhibitor]	12%	i
[O-][n+]1c2c(c3c4non(O)c4ccc31)CCCC2	-30%	-1%	-94%[inhibitor]	-79%[inhibitor]	1%	-2%	-2%[57.5 µM]	-94%[inhibitor]	i
CCOC(=O)C1CCN(c2cc(=O)n(Cc3ccc(F)cc3)c(=O)[nH]2)CC1	3%	-1%	3%	0%	-3%	7%	-31%[inhibitor]	?	i
COC(=O)c1cccc(NC(=O)c2cccc(OC)c2)c1	-11%	/	0%	1%	-11%	9%	i	-4%	i
CC(C)OCCCNCc1cccs1	-8%	-1%	-4%	-10%	2%	-1%	14%[57.5 µM]	-5%	i
CCOC(=O)c1cc(-c2ccc(F)cc2)n(CCC(=O)NCc2ccc(C)cc2)c1C	-6%	/	-13%	/	10µM*	?	-2%	-1%	/
COc1ccccc1NC(=O)c1c(NCc2ccc(C)o2)sc2c1CCC(C)C2 (stereo unspecified)	-1%	/	13%	/	?	?	i	-6%	/
Cc1ccc(CN2C(=O)C[C@@H](NC(=O)OCC3c4ccccc4-c4ccccc43)C/C=C\C2c2ccc(C)cc2)cc1 (stereo partly specified)	1%	-14%	-3%	8%	?	?	11%	-2%	i
Cc1ccc(C(C(=O)NC2CCCC2)N(C(=O)c2csnn2)C2CC2)cc1 (stereo unspecified)	-1%	1%	-4%	-3%	?	5%	?	-25%	i
CCCCNC(=S)NNC(=O)c1ccco1	3%	0%	4%	-3%	0%	?	21%	9%	i
CCOc1ccc(CN(C)C(=O)CNC(=O)Cc2cccc3ccccc23)cc1	4%	-1%	-9%	-3%	?	6%	-30%[inhibitor]	-24%	i
O=C(CSc1oc(-c2ccco2)nc1S(=O)(=O)c1ccc(Cl)cc1)NCC1CCCO1 (stereo unspecified)	-11%	-2%	5%	-2%	-2%	15%	-3%	-14%	i
COc1ccc(N2C(=O)CC2(C#N)c2ccc(OCc3ccccc3)cc2)cc1 (stereo unspecified)	-13%	-1%	-10%	9%	12%	/	6%	-30%	i
COc1ccc(NC(=O)CN(C)C(=O)c2c(-c3c(F)cccc3Cl)noc2C)cc1	-9%	1%	1%	1%	-24%	-4%	i	7%	i
COc1ccc2c(c1)c(C(=O)CN1CCN(Cc3ccccc3)CC1)c(C)n2C	-3%	-4%	-1%	-1%	-4%	19%	i	-8%	i
C/C(=N\NC(=O)c1ccc(Cn2cc(Br)cn2)o1)c1cccc(NC(=O)C(C)C)c1	4%	-1%	8%	-4%	51%[activator]	20%	-25%	-2%	i
O=C(O)CNc1nc(-c2ccccc2)c2cc([N+](=O)[O-])ccc2n1	-28%	2%	-8%	-3%	181%[activator]	/	-5%	6%	i
CCOc1ccc(C2c3c(-c4ccc(C)cc4)n[nH]c3C(=O)N2c2ccc(Cl)cc2)cc1 (stereo unspecified)	?	/	-6%	/	10µM*	?	-44%[inhibitor]	14%	/
CC1(C)Cc2ccccc2-c2nnc(C(F)(F)F)n21	-18%	2%	7%	6%	3%	-2%	-1%	9%	i
O=C(CNCc1ccc(Cl)cc1)Nc1cc(S(=O)(=O)N2CCCC2)ccc1Cl	-32%	/	10%	8%	?	/	-55%[inhibitor]	12%	i
COc1ccc(-n2c(C)n[nH]c2=O)cc1	-2%	-1%	9%	-13%	16%	0%	-2%	3%	?
CC(C)(C)C1CCC(=O)N2CCC[C@]2(c2ccccc2)C1 (stereo partly specified)	5%	/	-16%	-3%	?	-5%	-23%	27%	i
Cc1ccc(-n2c(SCC(=O)Nc3ccc4cn[nH]c4c3)nnc2-c2ccco2)cc1	8%	1%	8%	0%	-21%	34%	-6%[57.5 µM]	-12%	i
O=C(Cc1ccccc1)Nc1cccc(N2CCCC2)c1	-4%	1%	7%	-4%	-11%	/	i	-9%	i
O=C(CN1CCCCCC1)Nc1ccc(Br)cc1Br	-9%	-3%	-3%	-9%	10µM*	-1%	-7%[57.5 µM]	-5%	i
COc1ccc2nc(NC(=O)CSc3nnc(N)s3)sc2c1	11%	2%	-9%	-7%	22%	/	i	0%	i
OC(c1ccccc1)(c1nc(-c2cc(F)cc(F)c2)cs1)C(F)(F)F (stereo unspecified)	-8%	/	-83%[inhibitor]	-84%[inhibitor]	?	2%	-12%	-92%[inhibitor]	i
Cc1noc(C)c1C(=O)NCc1ccccc1F	10%[0.307 µM]	1%	10%	3%	-9%[0.307 µM]	-1%	i	2%	i
O=[N+]([O-])c1ccccc1Sc1nccn1Cc1ccccc1	-25%	1%	-36%[inhibitor]	1%	-50%	/	i	?	i
Cn1c(C(=O)NCc2ccccc2Cl)cc2sc(Cl)cc21	-4%	/	-10%	/	?	45%	-41%[inhibitor]	8%	/
Cc1n[nH]c(C)c1S(=O)(=O)N1CCN(S(=O)(=O)c2cccc(F)c2)CC1	13%	-9%	21%	3%	-17%	-2%	i	11%	i
C[C@@]12C(=O)N(c3cccc(F)c3)C(=O)N1[C@@H]1c3ccccc3OC[C@@H]1[C@H]2c1ccccc1	-18%	0%	3%	-7%	3%	?	i	-14%	i
CCn1ccnc1CC1COc2ccccc2O1 (stereo unspecified)	4%	-2%	-3%	2%&9%	14%	-47%	i	0%	i
C=C(C)Cn1c2ccc(NC(=O)CCOCC)cc2c(=O)n1C	-8%	/	-18%	-5%	20%	-25%	i	8%	i

An excerpt. The share of hits here may be higher or lower than overall.
